# SENP8 block = inhibitors of human SENP8 protease; purified SENP8, Z-RLRGG-aminoluciferin cleavage, luminescence; inhibition, % at 10 µM; hit rate 1.2% among 330,000; AID 2540
# Target sequence (Q96LD8 whole entry, looked up): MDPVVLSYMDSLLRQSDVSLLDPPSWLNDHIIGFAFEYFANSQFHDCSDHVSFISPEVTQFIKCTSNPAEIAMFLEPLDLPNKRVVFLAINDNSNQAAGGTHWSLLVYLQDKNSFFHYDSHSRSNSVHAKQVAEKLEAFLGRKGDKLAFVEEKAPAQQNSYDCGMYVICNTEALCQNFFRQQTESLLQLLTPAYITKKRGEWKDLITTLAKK
# CCR6 antag = CCR6 (human) receptor antagonism | CHO-K1 CCR6 PathHunter beta-arrestin, luminescence, CCL20-stimulated | inhibition, % at 20 µM | P51684 | hit rate 0.49% among 340,000;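 active means compounds whose inhibition of the agonist-driven luminescence signal at 20 µM reaches about 50%, limit read from the data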;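 further: cells stimulated with CCL20 at 14 nM final; plate controls were DMSO with CCL20 for no effect and DMSO without agonist for full effect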
# Target sequence (P51684 whole entry, looked up): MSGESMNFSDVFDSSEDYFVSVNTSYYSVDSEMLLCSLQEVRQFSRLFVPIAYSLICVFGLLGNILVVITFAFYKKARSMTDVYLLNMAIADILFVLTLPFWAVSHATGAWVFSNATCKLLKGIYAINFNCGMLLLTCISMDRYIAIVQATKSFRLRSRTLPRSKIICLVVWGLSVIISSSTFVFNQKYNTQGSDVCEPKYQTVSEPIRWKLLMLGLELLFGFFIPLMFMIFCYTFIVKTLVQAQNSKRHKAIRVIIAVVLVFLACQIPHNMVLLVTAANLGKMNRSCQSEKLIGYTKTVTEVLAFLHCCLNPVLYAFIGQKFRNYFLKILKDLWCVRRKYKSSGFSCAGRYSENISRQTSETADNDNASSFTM
# UBC13 inh = human UBC13 polyubiquitination inhibition; P61088; UBC13 polyubiquitin chain formation, TR-FRET; inhibition, % at 20 µM; hit rate 0.47% among 330,000; in the data active means inhibition above about 45%, passing the limit was not always enough; inconclusive means no clear call, values can overlap the other calls
# Target sequence (P61088 whole entry, looked up): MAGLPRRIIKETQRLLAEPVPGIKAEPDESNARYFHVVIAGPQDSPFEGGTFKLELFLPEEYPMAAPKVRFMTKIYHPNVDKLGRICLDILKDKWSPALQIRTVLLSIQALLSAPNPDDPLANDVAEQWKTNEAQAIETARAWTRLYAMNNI
# Apaf-1 inh = blocks human Apaf-1 apoptosome activity. reconstituted apoptosome caspase-3 activity, DEVD-Rh110 fluorescence. hit rate 0.71% among 330,000. AID 489030. inhibition, % at 20 µM. O14727; active means inhibition of at least 40% at 20 µM;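 further: plate controls were DMSO wells for no effect and DEVD-CHO caspase inhibitor wells for full effect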
#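 Assay system: Apoptosome proteins | Medium: pH 7.5 Hepes buffer with CHAPS, BSA, DTT | Also added: Cytochrome c and DEVD-Rh110 substrate | Times: 30 min plus 50 min, RT | Detection: Rhodamine 110 fluorescence at Ex 480/Em 540 nm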
# 697 NFkB inh = inhibitors of the PMA/ionomycin-induced NF-kB reporter in 697 B cells; 697 B-cell NF-kB luciferase reporter, 16 h; inhibition, % at 4 µM; hit rate 0.33% among 330,000; AID 435022; in the data active means inhibition above about 35%
# EBI2 block = blocks human EBI2 receptor beta-arrestin signaling; EBI2 beta-arrestin recruitment, luminescence, 7a,25-OHC stimulated; hit rate 0.81% among 360,000; P32249; AID 651636; inhibition, % at 5 µM; in the data active means inhibition above about 38%;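 further: enzyme fragment complementation signal reports receptor beta-arrestin coupling in cells; 0% = agonist plus DMSO wells and 100% = wells without agonist; some results beyond the cut were filed as inactive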
# Jurkat NFkB inh = lowers PMA/ionomycin-induced NF-kB signal in Jurkat cells; hit rate 0.53% among 330,000; AID 435003; inhibition, % at 4 µM; PMA/ionomycin-induced NF-kB luciferase reporter, luminescence
# Gli-Sufu antag = blocks Gli-Sufu signaling in a luciferase reporter. Sufu-KO-LIGHT fibroblasts, Gli luciferase reporter luminescence. inhibition, % at 5 µM. hit rate 0.74% among 340,000;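 active means inhibition above about 55%, limit read from the data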;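 further: 0% = DMSO-treated cells and 100% = wells with medium but no cells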
# Starred values were filed as active, the others as inactive; ? = inconclusive; nt = no result given. Unless noted, no stated cut-off is given here; in the data, active means inhibition above about 50%; inactive means the rest. These rows are one share of the data; rates above refer to the full screens.
structure	UBC13 inh	Gli-Sufu antag	Jurkat NFkB inh	697 NFkB inh	Apaf-1 inh	EBI2 block	CCR6 antag	SENP8 block
Cc1ccccc1-n1ncc2c1CC(C)(C)CC2NC(=O)CN1CCCC1=O (stereo unspecified)	1	-1	10	23	-5	7	10	-4
CC(C)CN1C(=O)/C(=C(/C#N)C(=O)NC2CCCCC2)c2ccccc21	-11	25	12	-5	-6	8	7	3
O=C(NN1CC(C(=O)OCc2ccc(Cl)cc2Cl)CC1=O)c1ccccc1 (stereo unspecified)	0	3	19	18	8	2	13	1
COc1ccc(CNc2nc(NCc3ccc(OC)cc3)c3[nH]cnc3n2)cc1	-7	6	9	1	20	-12	-4	-9
COc1cccc(OCCOc2ccccc2OC(C)C)c1	4	-1	-15	4	11	2	11	-11
COc1cccc(NC(=O)Nc2cccc(C)n2)c1	1	-36	-51	-68	15	-16	6	-10
COc1cc(OC)cc(-c2nnc(N(C)C(=O)c3ccncc3)s2)c1	-6	-9	-20	-10	4	-7	-5	-19
CC(C)c1onc(C(=O)NC2CCCCC2)c1[N+](=O)[O-]	9	-2	-21	8	-4	-8	5	1
CC(C)(C)CC(=O)Nc1nn[nH]n1	-10	-3	-2	6	-5	-14	0	-1
Cc1cccc(C(=O)Nc2nnc(S(=O)(=O)N3CCC(C)CC3)s2)c1	2	-13	-5	2	2	3	-4	6
O=C(COC(=O)c1cccc(Cl)c1)NC(=O)NCc1ccccc1	14	-1	12	17	7	2	6	-2
Cc1ccccc1N1CC(C(=O)N2CCCCCC2)CC1=O (stereo unspecified)	0	-10	16	-5	0	0	13	11
Cc1ccc(NC(=O)C2CC(=O)NC(N3CCc4ccccc43)=N2)cc1 (stereo unspecified)	6	-13	11	1	3	3	6	-7
CSc1nc2sc3c(c2c(=O)n1C)CCC3	-16	-3	-10	0	6	-3	-11	-23
Cc1ccc(C(=O)NCc2ccncc2)cc1S(=O)(=O)N1CCOCC1	4	25	4	-11	-5	5	0	-3
CC(C)(C)C(=O)Nc1ccc(/C=C/C(=O)c2ccco2)cc1	-4	-57	-95	-77	13	12	14	-18
CCn1c(O)c(C(C#N)=C2N=c3ccccc3=N2)c2ccccc21	-16	3	-14	-5	-5	0	6	3
O=C(Oc1ccccc1C(=O)Oc1ccccc1)c1cccnc1	12	11	8	21	-3	-9	9	-13
CC(C)Cn1c(C23CC4CC(CC(C4)C2)C3)n[nH]c1=S	1	nt	14	-17	9	9	9	-7
CCc1ccc(/C=C2/C(=O)N(C)C(=S)N2CC(=O)OC)s1	-6	-5	13	-1	5	2	18	-3
COc1ccc(S(=O)(=O)Nc2cc(C(=O)NC3CCCCCC3)ccc2N2CCOCC2)cc1	8	4	6	4	10	13	32	-1
O=C(CSc1n[nH]c(=O)n1C1CC1)c1ccc(F)cc1	4	-6	-25	-3	-14	11	-13	-2
O=C1CN(C(=O)CNCc2ccc(Cl)cc2)c2ccccc2N1	-3	-5	-18	-1	-5	-8	5	-6
CSc1nc(N2CCOCC2)c2c3c(sc2n1)CCC3	2	-7	4	7	3	0	3	-7
COc1ccc(Cn2ccnc2SCC(=O)NC2CCCC2)cc1	-4	-2	-3	-16	3	5	9	8
CCCCN(CC)Cc1c(O)ccc2c3c(c(=O)oc12)CCC3	27	-3	2	-22	-2	3	15	1
Cc1c(NS(=O)(=O)c2cc(C(=O)NCCc3ccc(F)cc3)cc(Cl)c2Cl)c(=O)n(-c2ccccc2)n1C	-5	2	14	-9	16	-5	5	13
COc1ccc(C2(c3ccc(OC)cc3)NC(=O)N(Cn3nnc4ccccc4c3=O)C2=O)cc1	-2	9	0	-8	3	20	7	-5
COC(=O)c1cn(C)c2ccc(S(=O)(=O)N3CC(C)CC(C)C3)cc2c1=O (stereo unspecified)	6	-1	3	21	-12	-2	1	3
Cc1ccccc1N(CC(=O)O)S(C)(=O)=O	-6	9	-8	-7	-3	-3	-13	-7
Cc1ccc2[nH]c3c(=O)n(CCN4CCNCC4)cnc3c2c1	-4	2	-27	-17	1	-7	-2	-5
Cc1ccc(-n2c3c(c(=O)[nH]c2=O)C(NS(=O)(=O)c2ccc(Cl)cc2)(C(F)(F)F)C(=O)N3)cc1 (stereo unspecified)	-10	3	-4	4	7	-8	15	-14
Cn1c(SCC(=O)N/N=C/C=C/c2ccco2)nc2ccccc21	-4	5	6	-11	5	3	-7	4
CC(C)(C)NC(=O)CSc1nncn1NCc1c(Cl)cccc1Cl	0	1	5	1	-4	-3	-1	7
O=C(NCCc1ccccc1)c1cc(-c2ccco2)on1	-1	-61	-145	-13	-11	3	0	-15
CSc1nc(N(C)NC(=O)c2ccc(Cl)cc2)c2ccccc2n1	-6	25	43	-23	11	-4	4	-7
Cc1ccccc1CSc1nncn1N	-6	1	-17	-9	11	-3	17	5
c1csc(-c2nnc(NC3CCCCC3)c3ccccc23)c1	2	-7	15	14	17	6	13	0
Cc1cccc(C)c1NC(=O)CCCn1nc(C)c2c(C)n(-c3ccccc3)nc2c1=O	-1	18	7	-2	2	0	-4	7
COc1cc(OC)c(/C=N/NC(=O)c2ccncc2)cc1Br	-6	-2	19	14	2	1	16	4
Cc1ncc([N+](=O)[O-])n1CCOC(=O)c1ccccc1	-14	-6	-6	-22	0	5	-2	-10
COCCCNC(=O)c1cccc(C(=O)NCCCOC)c1	-7	5	-16	-5	-2	-15	6	1
CC(=O)NC(CC(=O)Nc1ccc(S(=O)(=O)Nc2nccs2)cc1)c1ccccc1 (stereo unspecified)	-11	-11	1	3	5	3	1	-2
O=C(CSc1nc2c(oc3ccccc32)c(=O)n1CC1CCCO1)NCc1ccccc1 (stereo unspecified)	-2	1	11	1	7	5	6	2
N#Cc1ccccc1OCC(=O)OCC(=O)c1c[nH]c2ccccc12	9	-4	2	-19	4	6	11	2
O=C(Nc1nc2ccc(S(=O)(=O)N3CCCC3)cc2s1)C1CCCCC1	1	27	62*	-20	15	-12	4	-13
Cc1nn(C)c(Cl)c1/C=C/C(=O)O	2	7	-15	-3	-3	6	-7	-1
CCc1nc(SCC(=O)Nc2nc3c(s2)CCCC3)c2ccccc2n1	?	-8	7	2	10	9	6	-3
O=C(CCc1nnc(Cc2ccc3c(c2)OCO3)o1)N(CC1CCC1)CC1CCCO1 (stereo unspecified)	-2	9	10	-4	2	5	4	-2
Cn1c(CCNC(=O)c2ccco2)nc2cc(NC(=O)c3ccccc3Cl)ccc21	-8	-37	-4	-2	1	7	6	9
COc1cccc(NC(=O)N2CCCc3ccccc32)c1	8	-4	4	2	-6	-9	5	0
CCN(CC)S(=O)(=O)c1ccc(C(=O)NC(C)(C)C)cc1	-2	1	1	9	-5	4	6	0
Cc1nc(Nc2ccccc2Cl)sc1C(=O)Nc1ccccc1	22	-11	-12	-3	9	7	12	-6
CCC(C)(C)NC(=O)C(c1ccccc1)N(Cc1cccs1)C(=O)Cn1nnc2ccccc21 (stereo unspecified)	0	2	-1	-18	19	-18	7	2
Cc1ccccc1NC(=O)NNC(=O)c1ccc2ccccc2c1	4	-5	-8	-2	3	-1	6	12
CC1(NC(=O)N2CCCCC2)CCS(=O)(=O)C1 (stereo unspecified)	-14	2	5	-6	11	-9	-1	-19
COc1ccc(N(C)S(=O)(=O)c2ccc(Cl)c(C(=O)NCCc3ccc(Cl)cc3)c2)cc1	5	5	22	-1	13	21	17	5
CC1CCCCN1c1ncnc(N)c1[N+](=O)[O-] (stereo unspecified)	10	-16	-5	-1	-8	-9	-5	2
Cc1ccc(C(=O)N2CC(=O)NC(=O)C2)cc1	-1	-25	-4	1	-5	-12	-5	0
COc1ccccc1NC(=O)COc1ccccc1C(=O)Nc1ccccc1	29	-1	9	21	0	4	4	3

# (list continues)
structure	UBC13 inh	Gli-Sufu antag	Jurkat NFkB inh	697 NFkB inh	Apaf-1 inh	EBI2 block	CCR6 antag	SENP8 block
CCCCN(C(=O)CCC(=O)OCC(=O)NCc1ccccc1)c1c(N)n(CCC)c(=O)[nH]c1=O	-8	-4	-6	-7	10	-5	-7	-5
CCOC(=O)N1CCC(N(CCN(C)C)C(=S)Nc2ccc(OCC)cc2)CC1	8	nt	5	13	-20	nt	nt	-3
O=C(N/N=C/c1cccc(O)c1)c1ccc(NC(=O)C2CCCCC2)cc1	-2	3	7	-19	11	4	0	-6
COc1ccccc1NS(=O)(=O)c1cc(C(=O)NCC(c2ccc(F)cc2)N2CCOCC2)ccc1C (stereo unspecified)	-3	13	-12	-23	9	3	17	-3
COc1ccc(CNC(=O)c2ccc(Cl)c(S(=O)(=O)N3CCOCC3)c2)cc1OC	12	20	22	-16	-12	-7	8	6
CC(C)c1ccccc1NC(=O)COC(=O)c1cc([N+](=O)[O-])ccc1N1CCOCC1	-10	21	9	9	8	14	15	15
COc1cc(C=O)ccc1OCCOCCOc1ccc(Cl)cc1	-3	0	8	13	9	11	-2	-2
CC(OC(=O)c1cc(=O)c2cc(Cl)ccc2o1)C(=O)N1CCCC1 (stereo unspecified)	2	-4	0	6	1	1	9	1
COc1cccc(-c2nn(-c3ccccc3)cc2/C=C\C(=O)c2cccs2)c1	-6	5	-8	3	5	32	2	-5

# 2 of the compounds above, field by field:
SMILES: Cc1ccccc1N1CC(C(=O)N2CCCCCC2)CC1=O (stereo unspecified)
  UBC13 inh: 0
  Gli-Sufu antag: -10
  Jurkat NFkB inh: 16
  697 NFkB inh: -5
  Apaf-1 inh: 0
  EBI2 block: 0
  CCR6 antag: 13
  SENP8 block: 11

SMILES: Cc1ccc(NC(=O)C2CC(=O)NC(N3CCc4ccccc43)=N2)cc1 (stereo unspecified)
  UBC13 inh: 6
  Gli-Sufu antag: -13
  Jurkat NFkB inh: 11
  697 NFkB inh: 1
  Apaf-1 inh: 3
  EBI2 block: 3
  CCR6 antag: 6
  SENP8 block: -7

# A run of entries of the results above, as a working copy:
structure	UBC13 inh	Gli-Sufu antag	Jurkat NFkB inh	697 NFkB inh	Apaf-1 inh	EBI2 block	CCR6 antag	SENP8 block
CCC(C)(C)NC(=O)C(c1ccccc1)N(Cc1cccs1)C(=O)Cn1nnc2ccccc21 (stereo unspecified)	0	2	-1	-18	19	-18	7	2
Cc1ccccc1NC(=O)NNC(=O)c1ccc2ccccc2c1	4	-5	-8	-2	3	-1	6	12
CC1(NC(=O)N2CCCCC2)CCS(=O)(=O)C1 (stereo unspecified)	-14	2	5	-6	11	-9	-1	-19
COc1ccc(N(C)S(=O)(=O)c2ccc(Cl)c(C(=O)NCCc3ccc(Cl)cc3)c2)cc1	5	5	22	-1	13	21	17	5
CC1CCCCN1c1ncnc(N)c1[N+](=O)[O-] (stereo unspecified)	10	-16	-5	-1	-8	-9	-5	2
Cc1ccc(C(=O)N2CC(=O)NC(=O)C2)cc1	-1	-25	-4	1	-5	-12	-5	0
COc1ccccc1NC(=O)COc1ccccc1C(=O)Nc1ccccc1	29	-1	9	21	0	4	4	3
CCCCN(C(=O)CCC(=O)OCC(=O)NCc1ccccc1)c1c(N)n(CCC)c(=O)[nH]c1=O	-8	-4	-6	-7	10	-5	-7	-5
CCOC(=O)N1CCC(N(CCN(C)C)C(=S)Nc2ccc(OCC)cc2)CC1	8	nt	5	13	-20	nt	nt	-3
O=C(N/N=C/c1cccc(O)c1)c1ccc(NC(=O)C2CCCCC2)cc1	-2	3	7	-19	11	4	0	-6
COc1ccccc1NS(=O)(=O)c1cc(C(=O)NCC(c2ccc(F)cc2)N2CCOCC2)ccc1C (stereo unspecified)	-3	13	-12	-23	9	3	17	-3
COc1ccc(CNC(=O)c2ccc(Cl)c(S(=O)(=O)N3CCOCC3)c2)cc1OC	12	20	22	-16	-12	-7	8	6
CC(C)c1ccccc1NC(=O)COC(=O)c1cc([N+](=O)[O-])ccc1N1CCOCC1	-10	21	9	9	8	14	15	15
COc1cc(C=O)ccc1OCCOCCOc1ccc(Cl)cc1	-3	0	8	13	9	11	-2	-2
CC(OC(=O)c1cc(=O)c2cc(Cl)ccc2o1)C(=O)N1CCCC1 (stereo unspecified)	2	-4	0	6	1	1	9	1
COc1cccc(-c2nn(-c3ccccc3)cc2/C=C\C(=O)c2cccs2)c1	-6	5	-8	3	5	32	2	-5

# Assay outcomes deposited in PubChem by Sanford-Burnham Center for Chemical Genomics.
